GPR151 ag – activators of human GPR151, primary screen, cell-based, PathHunter beta-arrestin, luminescence; G-protein coupled receptor 151 (Homo sapiens), Q8TDV0; 1% of 650,000 active; AID 1508602, 2020; PathHunter beta-arrestin GPR151 cells; activation, % at 11.2 µM; in the data active = activation above about 4.9%;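 also: 0% = median of compound wells and 100% = cells with positive control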
Target sequence (Q8TDV0 whole entry, looked up): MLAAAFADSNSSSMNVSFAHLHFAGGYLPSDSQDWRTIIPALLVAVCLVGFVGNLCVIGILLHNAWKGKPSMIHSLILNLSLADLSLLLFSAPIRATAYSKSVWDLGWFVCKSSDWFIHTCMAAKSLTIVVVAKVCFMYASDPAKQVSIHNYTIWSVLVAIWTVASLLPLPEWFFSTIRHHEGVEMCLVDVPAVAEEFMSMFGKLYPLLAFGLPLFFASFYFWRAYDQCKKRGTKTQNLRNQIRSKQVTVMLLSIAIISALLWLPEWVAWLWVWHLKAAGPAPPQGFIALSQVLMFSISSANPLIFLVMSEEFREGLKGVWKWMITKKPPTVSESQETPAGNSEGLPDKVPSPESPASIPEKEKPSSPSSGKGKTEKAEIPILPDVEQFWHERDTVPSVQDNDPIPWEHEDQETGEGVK
MITF inh – MITF inhibitors, primary screen, biochemical, AlphaScreen, human; AlphaScreen MITF homodimerization, bead proximity signal; Microphthalmia-associated transcription factor (Homo sapiens), O75030; 0.91% of 650,000 active; inhibition, % at 2.6 µM; in the data active = inhibition above about 50%;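 also: 0% = vehicle wells with protein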
Target sequence (O75030 whole entry, looked up): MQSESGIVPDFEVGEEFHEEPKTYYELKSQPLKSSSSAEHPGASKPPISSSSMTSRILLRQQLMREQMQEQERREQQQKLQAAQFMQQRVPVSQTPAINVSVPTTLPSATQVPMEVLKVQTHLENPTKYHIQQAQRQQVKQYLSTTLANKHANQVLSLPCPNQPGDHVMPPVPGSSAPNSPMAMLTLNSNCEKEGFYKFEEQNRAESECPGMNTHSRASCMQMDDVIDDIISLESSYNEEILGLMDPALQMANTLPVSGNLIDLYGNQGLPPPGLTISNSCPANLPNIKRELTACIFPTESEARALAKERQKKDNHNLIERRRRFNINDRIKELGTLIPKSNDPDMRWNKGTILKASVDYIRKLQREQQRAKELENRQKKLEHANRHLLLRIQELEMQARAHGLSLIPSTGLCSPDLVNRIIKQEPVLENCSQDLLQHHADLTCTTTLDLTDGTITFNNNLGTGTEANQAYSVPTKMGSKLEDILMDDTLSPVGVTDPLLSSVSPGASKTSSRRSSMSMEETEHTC
TEAD-YAP block – TEAD-YAP interaction inhibition, primary screen, TEAD-YAP interaction inhibitor project, luminescence, HEK-TIYL cells; inhibition, % at 9.12 µM; 1.4% of 640,000 active; TEAD-Gal4/YAP UAS-luciferase luminescence; in the data active = inhibition above about 32%;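 also: 0% = median of test compound wells and 100% = reference inhibitor wells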
FBW7 act – FBW7 E3 ligase activators, primary screen, biochemical, AlphaScreen, human; normalized activity (activation), % at 26.1 µM; 0.13% of 650,000 active; AID 1259310, 2017; AlphaScreen FBW7–phospho-cyclin E peptide binding, activator screen; in the data active = normalized activity above about 1.9%;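 also: purified mutant Fbw7 with reduced substrate affinity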
* hit, by the source's call.

How did Cc1ccccc1CS(=O)(=O)CC1Nc2ccc(C(=O)NCc3ccc(Cl)cc3)cc2NC1=O (configuration not stated) do in these assays?
GPR151 ag: -2.0; MITF inh: -4; TEAD-YAP block: 2; FBW7 act: -0.1

Results for COc1ccc(NC(=O)n2ncc3c(C)cccc32)cc1 ?
GPR151 ag: -3.9; MITF inh: -10; TEAD-YAP block: -55; FBW7 act: -0.2

How did O=C(Nc1ccc(O)c(C(=O)O)c1)C(=O)C1C(=O)Nc2ccccc21 (configuration not stated) do in these assays?
GPR151 ag: 2.4; MITF inh: -2; TEAD-YAP block: 7; FBW7 act: 0.0

Results for Cc1sc2ncnc(Sc3nnc(C(F)(F)F)n3C)c2c1C ?
GPR151 ag: 2.2; MITF inh: 10; TEAD-YAP block: 6; FBW7 act: 0.1

How did O=C(Cn1c(=O)n(CC2CCCO2)c(=O)c2ccccc21)c1ccc(Cl)c(Cl)c1 (configuration not stated) do in these assays?
GPR151 ag: 0.5; MITF inh: -11; TEAD-YAP block: 4; FBW7 act: 0.0

How did Nc1ccc(Oc2ccc(Oc3ccc(N)c([N+](=O)[O-])c3)cc2)cc1[N+](=O)[O-] do in these assays?
GPR151 ag: -0.3; MITF inh: 7; TEAD-YAP block: -1; FBW7 act: -0.1

What do the screens show for `COc1ccc(C(=O)NCCCn2nc(C(F)(F)F)cc2C2CC2)cc1[N+](=O)[O-]`?
GPR151 ag: 2.8; MITF inh: 19; TEAD-YAP block: 21; FBW7 act: -0.1

What do the screens show for `CNCc1cccc(OC)c1OCc1ccc(Cl)cc1`?
GPR151 ag: -0.7; MITF inh: 28; TEAD-YAP block: -2; FBW7 act: 0.3

How did CCN(CC)C(=O)c1sc(NC(=O)/C=C/c2ccc(OC)cc2)c(C(=O)OC)c1C do in these assays?
GPR151 ag: -0.7; MITF inh: 10; TEAD-YAP block: -10; FBW7 act: 0.2

How did COC(=O)Cc1nc(N2CCCCCC2)c2c(C)c(C)sc2n1 do in these assays?
GPR151 ag: 0.7; MITF inh: -4; TEAD-YAP block: -15; FBW7 act: 0.1

What do the screens show for `COCCOC(=O)C1=C(C)NC(=O)NC1c1ccc(OC(F)F)c(OC)c1` (configuration not stated)?
GPR151 ag: 1.7; MITF inh: -1; TEAD-YAP block: 3; FBW7 act: 0.1

Results for COc1ccc(Nc2nnc(-c3ccc(C)c(S(=O)(=O)N4CCN(C)CC4)c3)c3ccccc23)cc1 ?
GPR151 ag: -0.1; MITF inh: 3; TEAD-YAP block: 8; FBW7 act: 0.2

What do the screens show for `COc1ccc(NC(=O)CSc2nc(C(F)(F)F)cc(C)c2C#N)cc1`?
GPR151 ag: -0.2; MITF inh: 3; TEAD-YAP block: 1; FBW7 act: 0.7

How did CC1(CCc2ccccc2)NC(=O)N(CC(=O)NCc2ccc(Cl)cc2Cl)C1=O (configuration not stated) do in these assays?
GPR151 ag: 0.3; MITF inh: 16; TEAD-YAP block: -3; FBW7 act: 0.1

What do the screens show for `Cc1ccc(CSc2nc3c(sc(=S)n3-c3ccccc3C)c(=O)n2-c2ccccc2)cc1`?
GPR151 ag: 0.4; MITF inh: 5; TEAD-YAP block: 9; FBW7 act: 0.0

What do the screens show for `CC1=NN(c2ccccc2)C(=O)/C1=C/c1ccc(O)c(Cl)c1`?
GPR151 ag: 0.6; MITF inh: 14; TEAD-YAP block: 3; FBW7 act: -1.1

What do the screens show for `O=C(Nc1ccc2nc(-c3ccccn3)[nH]c2c1)c1ccco1`?
GPR151 ag: -1.1; MITF inh: 4; TEAD-YAP block: -39; FBW7 act: -0.6

How did CC1(C(=O)NC2CCCCCCC2)Cc2ccccc2C(=O)N1CCN1CCOCC1 (configuration not stated) do in these assays?
GPR151 ag: -0.1; MITF inh: 1; TEAD-YAP block: -4; FBW7 act: -0.1

What do the screens show for `COc1ccccc1OCc1nc2ccc(-c3cn[nH]c3C)cc2c(=O)[nH]1`?
GPR151 ag: -1.1; MITF inh: 10; TEAD-YAP block: 38*; FBW7 act: 0.1

What do the screens show for `Cc1occc1C(=O)Nc1cc(Cl)ccc1Cl`?
GPR151 ag: 0.3; MITF inh: 1; TEAD-YAP block: -5; FBW7 act: -0.2

How did Cn1cc(-c2cnc3ccc(NCc4ccc(S(N)(=O)=O)cc4)nn23)cn1 do in these assays?
GPR151 ag: -1.4; MITF inh: -11; TEAD-YAP block: -1; FBW7 act: -0.1

What do the screens show for `Cc1cccc(NC(=O)CSc2nnc(NC(=O)C3CCCCC3)s2)c1`?
GPR151 ag: 2.0; MITF inh: 21; TEAD-YAP block: -1; FBW7 act: 0.2

How did CC(c1ccccc1)C1CC(=O)N(c2ccc(F)cc2)C1=O (configuration not stated) do in these assays?
GPR151 ag: -0.2; MITF inh: -2; TEAD-YAP block: 2; FBW7 act: 0.0

Results for O=[n+]1cc(-c2ccc(Cl)cc2)n([O-])c2c1CCC2 ?
GPR151 ag: 0.3; MITF inh: -8; TEAD-YAP block: 6; FBW7 act: -0.1

How did Cc1ccc(C(=O)NCC(=O)N2CCN(c3ccc(O)cc3)CC2)cc1 do in these assays?
GPR151 ag: 0.1; MITF inh: 2; TEAD-YAP block: -4; FBW7 act: 0.2

What do the screens show for `CCOC(=O)c1ccsc1NC(=O)Cc1ccccc1`?
GPR151 ag: 1.9; MITF inh: -4; TEAD-YAP block: -16; FBW7 act: -0.1

How did O=c1oc2c(Br)cc(Br)cc2cc1-c1csc(Nc2ccccc2)n1 do in these assays?
GPR151 ag: 1.2; MITF inh: 2; TEAD-YAP block: 3; FBW7 act: 0.2

How did CCCCCn1c(SCc2cccc([N+](=O)[O-])c2)nc2cc(C(=O)NCCC3=CCCCC3)ccc2c1=O do in these assays?
GPR151 ag: -0.2; MITF inh: 6; TEAD-YAP block: 9; FBW7 act: 0.1

What do the screens show for `O=C(CSc1nc2ccccc2c(=O)n1CC1COc2ccccc2O1)NCc1ccco1` (configuration not stated)?
GPR151 ag: 1.5; MITF inh: 4; TEAD-YAP block: -4; FBW7 act: 0.0

What do the screens show for `COc1ccc(C2CC(C(F)(F)F)n3ncc(C(=O)Nc4cccc(O)c4)c3N2)cc1OC` (configuration not stated)?
GPR151 ag: -1.5; MITF inh: 3; TEAD-YAP block: -19; FBW7 act: 0.2

Quoted at random: six compounds from above, in no set order.
What do the screens show for `CCOC(=O)c1ccsc1NC(=O)Cc1ccccc1`?
GPR151 ag: 1.9; MITF inh: -4; TEAD-YAP block: -16; FBW7 act: -0.1

How did O=c1oc2c(Br)cc(Br)cc2cc1-c1csc(Nc2ccccc2)n1 do in these assays?
GPR151 ag: 1.2; MITF inh: 2; TEAD-YAP block: 3; FBW7 act: 0.2

What do the screens show for `COc1ccc(C2CC(C(F)(F)F)n3ncc(C(=O)Nc4cccc(O)c4)c3N2)cc1OC` (configuration not stated)?
GPR151 ag: -1.5; MITF inh: 3; TEAD-YAP block: -19; FBW7 act: 0.2

What do the screens show for `O=C(CSc1nc2ccccc2c(=O)n1CC1COc2ccccc2O1)NCc1ccco1` (configuration not stated)?
GPR151 ag: 1.5; MITF inh: 4; TEAD-YAP block: -4; FBW7 act: 0.0

Results for O=[n+]1cc(-c2ccc(Cl)cc2)n([O-])c2c1CCC2 ?
GPR151 ag: 0.3; MITF inh: -8; TEAD-YAP block: 6; FBW7 act: -0.1

How did CC(c1ccccc1)C1CC(=O)N(c2ccc(F)cc2)C1=O (configuration not stated) do in these assays?
GPR151 ag: -0.2; MITF inh: -2; TEAD-YAP block: 2; FBW7 act: 0.0

(more compounds)
What do the screens show for `CN(C)c1ccc(/C=N/N=C(N)/C(N)=N/N=C/c2ccc(N(C)C)cc2)cc1`?
GPR151 ag: -0.3; MITF inh: 17; TEAD-YAP block: 3; FBW7 act: 0.6

How did CC1CC2C(C/C1=N\NC(N)=O)C2(C)C (configuration not stated) do in these assays?
GPR151 ag: -0.9; MITF inh: 24; TEAD-YAP block: 7; FBW7 act: 0.3

What do the screens show for `CN(CC(=O)Nc1cccnc1)S(=O)(=O)c1cc(Cl)ccc1Cl`?
GPR151 ag: -0.3; MITF inh: -10; TEAD-YAP block: -5; FBW7 act: 0.2

How did COc1ccc(C2C3(C#N)C(N)=NC(OC)(OC)C23C#N)c(OC)c1OC (configuration not stated) do in these assays?
GPR151 ag: -0.9; MITF inh: 13; TEAD-YAP block: 6; FBW7 act: -0.3

Results for CCCCCCn1c(CN2CC(C)CC(C)C2)nc2c1c(=O)n(C)c(=O)n2C (configuration not stated) ?
GPR151 ag: -1.0; MITF inh: 7; TEAD-YAP block: 3; FBW7 act: 0.0

How did CCCN1C(=O)C2C(C(=O)Nc3ccc(C)c(C)c3)C3C=CC2(O3)C1C(=O)NC1CCCC(C)C1C (configuration not stated) do in these assays?
GPR151 ag: 2.0; MITF inh: -1; TEAD-YAP block: 17; FBW7 act: 0.0

What do the screens show for `Cn1cc(C2CC(=O)N(c3ccc(O)cc3)C2=O)c2ccccc21` (configuration not stated)?
GPR151 ag: -1.1; MITF inh: 2; TEAD-YAP block: -3; FBW7 act: -0.1

How did COc1ccc(CN2CCC(O)CC2)c(O)c1 do in these assays?
GPR151 ag: 0.7; MITF inh: 2; TEAD-YAP block: -5; FBW7 act: 0.0

What do the screens show for `CCOC(=O)c1cnc2ccccc2c1NCCCO`?
GPR151 ag: -0.1; MITF inh: 4; TEAD-YAP block: 10; FBW7 act: -0.1

How did CCC1CN(CCNC(=O)c2cccc(N3CCCC3=O)c2)Cc2cc(OC)ccc2O1 (configuration not stated) do in these assays?
GPR151 ag: 1.1; MITF inh: 6; TEAD-YAP block: 8; FBW7 act: 0.0

How did CC(C)CN1Cc2ccccc2C[C@@H]1C(=O)Nc1cc(F)c(-c2cn[nH]c2)cc1OCCN(C)C do in these assays?
GPR151 ag: -1.6; MITF inh: 15; TEAD-YAP block: 3; FBW7 act: 1.0

How did COc1cccc(/C=N/n2c(-c3ccco3)nc3ccccc3c2=O)c1 do in these assays?
GPR151 ag: -1.8; MITF inh: -1; TEAD-YAP block: -1; FBW7 act: -0.1

Results for CCCNC(=O)c1ccnc(NCC)c1 ?
GPR151 ag: -0.2; MITF inh: 3; TEAD-YAP block: 12; FBW7 act: 0.3

How did CCCCCCCn1c(NCCCO)nc2c1c(=O)[nH]c(=O)n2C do in these assays?
GPR151 ag: 3.0; MITF inh: 7; TEAD-YAP block: 9; FBW7 act: 0.0

How did Cc1no[n+]([O-])c1COc1ccc(/C=C(\C#N)C(N)=O)cc1 do in these assays?
GPR151 ag: -0.5; MITF inh: 18; TEAD-YAP block: 17; FBW7 act: 0.0

How did Cn1cc(CCCC(=O)NCCN2CCOCC2)c2ccccc21 do in these assays?
GPR151 ag: 0.1; MITF inh: 3; TEAD-YAP block: -13; FBW7 act: 0.3

What do the screens show for `Cc1cccc(C(=O)Nc2ccc3oc(-c4cccc(Cl)c4Cl)nc3c2)c1`?
GPR151 ag: -0.5; MITF inh: 10; TEAD-YAP block: -2; FBW7 act: 0.1

How did COC(=O)C1=C(C)N(c2ccc(Br)cc2)C(=O)/C1=C\c1ccc(C(=O)O)cc1 do in these assays?
GPR151 ag: -0.4; MITF inh: -3; TEAD-YAP block: -4; FBW7 act: 0.2

How did COc1cc(NC(=O)CC2CCCCC2)c(OC)cc1Cl do in these assays?
GPR151 ag: -0.7; MITF inh: 6; TEAD-YAP block: -7; FBW7 act: 0.0

How did Cc1ccc(/C(O)=C2/C(=O)C(=O)N(c3cccnc3)C2c2ccc(C(C)C)cc2)cc1 (configuration not stated) do in these assays?
GPR151 ag: 0.2; MITF inh: 10; TEAD-YAP block: 9; FBW7 act: 0.0

How did CCN(CC)CCOCCOc1ccc(C(C)(C)C)cc1 do in these assays?
GPR151 ag: 0.4; MITF inh: -6; TEAD-YAP block: -10; FBW7 act: 0.4

What do the screens show for `Clc1ccc(-c2cnc(N3CCOCC3)nc2)cc1`?
GPR151 ag: -3.2; MITF inh: 6; TEAD-YAP block: -36; FBW7 act: 0.0

How did CCOc1ccc(-n2c(SCC(=O)N3CCCC3)nnc2-c2c[nH]c3ccccc23)cc1 do in these assays?
GPR151 ag: -1.6; MITF inh: 14; TEAD-YAP block: -2; FBW7 act: 1.4

How did CCCCNC(=O)C1CC(=O)N(c2ccc(F)c(Cl)c2)C1 (configuration not stated) do in these assays?
GPR151 ag: -1.0; MITF inh: 0; TEAD-YAP block: -4; FBW7 act: -0.3

What do the screens show for `O=C1CS/C(=C/C(=O)c2ccco2)N1`?
GPR151 ag: 1.0; MITF inh: -1; TEAD-YAP block: 2; FBW7 act: -0.1

How did COc1ccccc1C(=O)N/C(=C\c1ccc([N+](=O)[O-])cc1)C(=O)Nc1ccc(Cl)c(Cl)c1 do in these assays?
GPR151 ag: -0.4; MITF inh: 11; TEAD-YAP block: 2; FBW7 act: 0.3

How did FC(F)(F)c1ccc(N2CCc3ccccc3C2)nc1 do in these assays?
GPR151 ag: -0.9; MITF inh: 1; TEAD-YAP block: -32; FBW7 act: -0.1

Results for Cc1ccccc1-c1nnn(CC(=O)N2c3ccccc3NC(=O)C2(C)C)n1 ?
GPR151 ag: 0.9; MITF inh: -5; TEAD-YAP block: 7; FBW7 act: -0.1

What do the screens show for `O=C(O)c1ccc2c(c1)sc1cc(C(=O)O)ccc12`?
GPR151 ag: -0.4; MITF inh: 12; TEAD-YAP block: -1; FBW7 act: 0.0

Screens as filed in PubChem.
